GSK3B inh = human GSK3beta kinase inhibitors, primary screen, biochemical, cell-free homogeneous, HTS; 300,000 tested, 0.038% active; GST-GSK3beta kinase, ADP-Glo luminescence, 60 min; active compounds read low; activity score (negative = inhibition), % at 10 µM; Glycogen synthase kinase-3 beta (Homo sapiens), P49841;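 active means more than half of replicate wells score below -50%, meaning over 50% inhibition versus plate controls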;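 further: 0% = median DMSO wells and -100% = median GW8510 positive control wells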
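Test system – GST-tagged human GSK3beta kinase, cell-free · Incubation – 60 min enzyme reaction, room temperature · Signal – ADP-Glo luminescence · Also added – peptide substrate and ATP at 25 µM · Controls – DMSO neutral wells and GW8510 at 20 µM as positive · Buffer or medium – Tris/MgCl2 kinase buffer · Measure – Luminescence-derived activity versus plate DMSO and GW8510 wells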
hERG protect = hERG rescue from dofetilide block, primary screen, cell-based, CHO-hERG, FluxOR thallium flux, dofetilide IC70. Voltage-gated inwardly rectifying potassium channel KCNH2 (Homo sapiens), Q12809. dofetilide IC70 present. activation (rescue from dofetilide block), less the hit threshold, % at 10 µM. 310,000 tested, 0.51% active. AID 1511, 2009;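 active means activation above the mean of controls blocked by dofetilide plus 5 SD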;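 further: thallium influx through hERG after potassium depolarization seen as dye fluorescence rise; in these data hits start at about 4.7%; inactives centre near -7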
GSK3 alpha inh = blockers of GSK3A enzyme activity – biochemical, luminescence, cell-free homogeneous, HTS, primary screen; Glycogen synthase kinase-3 alpha (Homo sapiens), P49840; 320,000 tested, 0.1% active; AID 2650, 2010; GSK-3 alpha kinase, ADP-Glo luminescence, 60 min; inhibition, % at 10 µM;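 in the data active means inhibition above about 50%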;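 further: GST-tagged GSK-3 alpha with peptide substrate and 25 µM ATP; 0% = DMSO neutral wells and 100% = GW8510 positive control wells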
KCNQ1 pot = potentiators or activators of KCNQ1 channel, primary screen, cell-based, thallium flux, high-throughput; Potassium voltage-gated channel subfamily KQT member 1 (Homo sapiens), P51787; CHO-K1 KCNQ1, thallium flux FluxOR fluorescence; active compounds read high; B-score at 10 µM; 310,000 tested, 0.35% active;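 active means fluorescence ratio B-score, a plate-corrected score, at least three library SD, with initial intensity B-score within 5 SD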
Target sequence (P51787 whole entry, looked up): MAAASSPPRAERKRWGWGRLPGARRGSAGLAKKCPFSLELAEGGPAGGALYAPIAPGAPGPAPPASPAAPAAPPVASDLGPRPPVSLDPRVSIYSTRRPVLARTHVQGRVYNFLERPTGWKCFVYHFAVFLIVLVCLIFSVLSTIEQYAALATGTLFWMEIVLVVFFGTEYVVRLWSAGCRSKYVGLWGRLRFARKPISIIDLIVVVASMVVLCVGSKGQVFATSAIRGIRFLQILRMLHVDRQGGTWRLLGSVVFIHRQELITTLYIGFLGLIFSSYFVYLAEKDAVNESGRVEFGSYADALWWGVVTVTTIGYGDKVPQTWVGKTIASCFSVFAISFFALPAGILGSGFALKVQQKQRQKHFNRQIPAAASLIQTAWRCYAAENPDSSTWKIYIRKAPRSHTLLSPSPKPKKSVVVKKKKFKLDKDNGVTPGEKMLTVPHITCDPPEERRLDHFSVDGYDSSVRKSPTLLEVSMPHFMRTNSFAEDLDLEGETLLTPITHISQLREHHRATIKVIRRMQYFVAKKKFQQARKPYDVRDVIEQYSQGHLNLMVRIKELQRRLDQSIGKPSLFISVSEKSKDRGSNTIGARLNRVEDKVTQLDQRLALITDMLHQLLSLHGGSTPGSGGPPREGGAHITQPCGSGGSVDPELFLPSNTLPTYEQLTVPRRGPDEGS
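System: CHO-K1 cells stably expressing KCNQ1 / Medium: assay buffer for compound exposure, DMSO matched across wells / Reagent: thallium- and potassium-containing depolarizing buffer / Compound: one concentration, matched DMSO / Incubation: 20 min compound pretreatment at room temperature / Measured by: kinetic FluxOR fluorescence, 10 s baseline plus 110 s post-stimulus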
PolyA inh = polyadenylation inhibitors in yeast reporter cells, primary screen, luminescence, S. cerevisiae; S. cerevisiae SKY197-pL101 polyadenylation reporter, beta-gal luminescence; efflux-impaired pdr1/pdr3 knockout yeast; score 100 = 6 SD above DMSO; calls only at 12 µM; 300,000 tested, 0.02% active; AID 1875, 2009;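 active means lowest replicate activity score at least 50, where 100 means six control SD above control mean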;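 further: yeast exposed to compound for 9 h at 30 °C; higher score means more reporter readthrough which indicates perturbed polyadenylation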
KCNK9 inh = KCNK9 potassium channel inhibitors, primary screen, HEK293 cells, thallium flux; Potassium channel subfamily K member 9 (Homo sapiens), Q9NPC2; FluxOR thallium flux fluorescence; active compounds read low; B-score at 10 µM; 310,000 tested, 1.2% active; AID 488922, 2010;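 active means ratio B-score over 3 SD below the library mean, with starting fluorescence within 5 SD of its mean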;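 further: negative B-score means less thallium flux so channel inhibition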
Dyrk1A ADPGlo = rat Dyrk1A kinase inhibitors, primary screen, biochemical, single point, plate reader | Dual specificity tyrosine-phosphorylation-regulated kinase 1A (Rattus norvegicus), Q63470 | ADP-Glo luminescence, NFATc1 peptide | inhibition, % at 12.5 µM | 310,000 tested, 0.43% active | AID 504441, 2011; in the data active means inhibition above about 50%;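 further: plate controls were vehicle with enzyme for no effect and no enzyme for full effect; many of its hits are not listed in these tables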
KCNK3 inh = human KCNK3 channel inhibitors, primary screen, CHO cells, FluxOR thallium flux, B-score; Potassium channel subfamily K member 3 (Homo sapiens), O14649; FluxOR fluorescence; active compounds read low; B-score at 10 µM; 340,000 tested, 0.84% active; AID 602410, 2012;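 active means B-score under library mean minus 4 SD, starting fluorescence ratio at most library mean plus 5 SD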;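 further: more negative B-score means stronger inhibition of thallium flux through KCNK3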
HDAC3 inh = HDAC3 deacetylase inhibitors, primary screen, biochemical, fluorescence, cell-free homogeneous | AID 2718, 2010 | 320,000 tested, 0.15% active | inhibition, % at 8.3 µM | recombinant HDAC3, fluorogenic peptide/trypsin coupled | Histone deacetylase 3 (Homo sapiens), O15379; in the data active means inhibition above about 26%, passing the limit was not always enough
Target sequence (O15379 whole entry, looked up): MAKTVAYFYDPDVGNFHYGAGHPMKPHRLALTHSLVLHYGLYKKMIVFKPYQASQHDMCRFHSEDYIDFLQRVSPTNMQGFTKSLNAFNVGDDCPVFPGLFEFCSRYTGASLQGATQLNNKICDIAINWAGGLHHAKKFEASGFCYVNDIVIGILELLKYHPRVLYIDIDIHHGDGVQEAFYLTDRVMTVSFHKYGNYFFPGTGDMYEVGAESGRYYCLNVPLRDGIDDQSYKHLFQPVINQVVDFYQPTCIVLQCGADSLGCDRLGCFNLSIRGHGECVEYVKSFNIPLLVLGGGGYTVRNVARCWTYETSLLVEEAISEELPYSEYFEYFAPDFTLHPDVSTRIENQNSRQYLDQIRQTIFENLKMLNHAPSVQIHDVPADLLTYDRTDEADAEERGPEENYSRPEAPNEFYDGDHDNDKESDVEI
KCNQ1 block = inhibitors of human KCNQ1 channel, primary screen, cell-based, thallium flux, high-throughput. CHO-K1 KCNQ1, FluxOR thallium flux fluorescence; active compounds read high. AID 2642, 2010. 310,000 tested, 1.3% active. B-score at 10 µM;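 active means compounds whose thallium flux B-score, printed positive for inhibition, exceeds three library SD while starting fluorescence stays within three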;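 further: channel opened by potassium depolarization with thallium stimulus after 20 min compound exposure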
RGS4 act = RGS4 potentiators or activators, primary screen, cell-based, HEK293 M3R inducible RGS4, calcium flux; B-score at 10 µM; AID 463111, 2010; carbachol calcium flux Fluo4; active compounds read low; 310,000 tested, 0.92% active;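 active means B-score of the integrated calcium signal more than 4 SD below the library mean, with starting fluorescence not abnormally high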;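 further: negative B-score means reduced calcium response which marks RGS4 activation or potentiation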
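test system = HEK293 cells with stable M3R and inducible RGS4 | schedule = recording 10 s baseline at 1 Hz, 100 s post-agonist | technique = Fluo4-AM (2 µM) calcium-flux fluorescence, kinetic read | measure = Agonist-evoked peak-minus-minimum fluorescence over baseline, integrated ratio, B score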
An asterisk follows results filed as active; i = inactive; x = not tested or not shown. These rows are one share of the data, so the mix of outcomes need not match the whole.

Compound	GSK3B inh	hERG protect	GSK3 alpha inh	KCNQ1 pot	PolyA inh	KCNK9 inh	Dyrk1A ADPGlo	KCNK3 inh	HDAC3 inh	KCNQ1 block	RGS4 act
CCN1CCN(c2ccc(S(=O)(=O)N3CCCCC3)cc2NC(=O)c2cccc(NC(C)=O)c2)CC1	-2	-12	-2	i	i	i	14	i	2	i	i
Cc1ccc(-n2ncc(C(=O)Nc3ccc(Cl)cc3)c2C2CCNCC2)cc1C	2	-9	0	i	i	i	1	i	-3	i	i
CC1CCN(c2c(NCc3ccc(C(=O)N4c5ccccc5CC4C)cc3)c(=O)c2=O)CC1 (centres undefined)	0	-14	-2	i	x	i	9	i	3	i	i
Cc1cccc2nc(CSc3nc4cc([N+](=O)[O-])ccc4s3)cn12	-2	-9	-2	i	i	i	-7	i	3	i	i
COc1cccc(N=Nc2ccc(O)c3ncccc23)c1	2	16*	-3	i	i	i	1	i	0	i	i
O=C1CCN(Cc2ccc(Br)cc2)CCN1[C@H](CO)c1ccccc1	1	-10	-3	i	i	i	-10	i	3	i	i
Cc1ccc(C(=O)O/N=C\c2ccc(N3CCOCC3)c([N+](=O)[O-])c2)cc1	-2	-6	1	i	i	i	0	i	-1	i	i
CCS(=O)(=O)Nc1ccc(-c2nc3cccnc3s2)cc1	0	-17	-3	i	i	i	-1	i	x	i	i
COC(=O)[C@@]12CCCCN1[C@H](c1ccc(-c3ccc(C(C)=O)cc3)c(OC)c1)[C@@H]1C(=O)N(C)C(=O)[C@@H]12	5	-21	10	i	i	i	6	i	5	i	i
COc1ccc(N(CC(=O)N/N=C/c2cc(Br)c(C)o2)S(=O)(=O)c2ccc(NC(C)=O)cc2)cc1	-1	-6	-1	i	i	i	2	i	-4	i	i
CCOC(=O)C1CCCN(S(=O)(=O)c2ccc(S(=O)(=O)N(CC)CC)cc2)C1 (centres undefined)	2	-29	-1	i	i	i	-5	i	2	i	i
CC(C)n1cnc2cc(NCc3ccco3)ccc21	-1	-10	-3	i	i	i	6	i	-1	i	i
COc1ccccc1C1(CC(=O)O)CCOC(C)(C)C1 (centres undefined)	-1	0	0	i	i	i	5	i	-7	i	i
CN(C)c1ccc(/C=N/N=C(N)N)cc1[N+](=O)[O-]	-3	-10	0	i	i	i	12	i	12	i	i
CCOC(=O)Nc1ccc(C)cc1NC(=O)OCC	1	-7	-8	i	i	i	-2	i	8	i	i
O=C1CCCCCCC1Sc1ccccc1[N+](=O)[O-] (centres undefined)	-2	-8	x	i	i	i	-6	i	x	i	i
Cc1cc([N+](=O)[O-])cc(C)c1OCC(=O)N/N=C/c1ccc(OC(=O)c2ccccc2Br)cc1	-4	-7	-1	i	i	i	1	i	-7	i	i
COc1ccccc1NC(=O)CSc1nnc(CC(=O)Nc2ccccc2F)n1C	3	-4	5	i	i	i	1	i	5	i	i
COc1cc(C(=S)N2CCOCC2)cc(OC)c1OS(=O)(=O)c1ccc(NC(C)=O)cc1	0	-15	x	i	i	i	6	i	0	i	i
COc1cc(OC)cc(C(=O)N2CCN(c3ccccc3F)CC2)c1	1	-8	2	i	i	i	-3	i	1	i	i
COc1ccc(C2=NS(=O)(=O)N(C)C(C(=O)N3CCC(C(N)=O)CC3)=C2)cc1	-1	-6	-1	i	i	i	-2	i	-1	i	i
COc1ccc(N2C(=O)C(CC(=O)Nc3ccccc3)N(Cc3cccs3)C2=O)cc1 (centres undefined)	-2	-11	-2	i	i	i	0	i	3	i	i
COc1ccc(C)cc1NC(=S)N1CC(C)OC(C)C1 (centres undefined)	5	-7	-1	i	i	i	-7	i	-2	i	i
CCOC(=O)c1sc(-n2[nH]c(C)cc2=O)nc1C	-3	-5	-4	i	i	i	15	i	1	i	i
Cc1cc(C)cc(NC(=O)Nc2ccc(Cl)cn2)c1	4	-11	-2	i	i	i	2	i	1	i	i
CN(C)c1nc(OCCNC(=O)Nc2ccccc2)nc(N(C)C)n1	-2	-8	x	i	i	i	-4	i	6	i	i
COc1ccc(C2=NN(C(C)=O)C(c3ccccc3)C2)cc1 (centres undefined)	-1	-5	-2	i	i	i	-1	i	-2	i	i
Cc1ccnc(Nc2nc(-c3ccc(F)cc3)cs2)c1	x	-4	-2	i	i	i	x	i	7	i	-8.8*
CSc1ncccc1C(=O)OCC(=O)NC1CCS(=O)(=O)C1 (centres undefined)	1	-4	x	i	i	i	0	i	-1	i	i
Cc1ccc(/C=C/C2=Cc3c(sc(NC(=O)CSc4n[nH]c(N)n4)c3C#N)C(C)(C)C2)o1	1	-15	x	i	i	i	x	x	-8	6*	i
O=C(O)CNS(=O)(=O)c1ccc(Br)s1	-2	-6	-1	i	i	i	2	i	-1	i	i
CN(CCOc1ccccc1)CC(=O)Nc1cc([N+](=O)[O-])ccc1Cl	-5	-12	-2	i	i	i	x	i	13	i	i
CN(C)c1nc(/C=C(\C#N)C(N)=O)c(Cl)n1-c1ccc(F)cc1	-23	-3	-2	i	i	i	-33	i	3	i	i
O=C(c1ccccc1F)n1c2c(c3ccccc31)CCCC2	-1	-11	-2	i	i	i	4	i	7	i	i
COc1ccc(/C=N/NC(=O)c2[nH]c3ccc(Cl)cc3c2-c2ccccc2)c(C(=O)O)c1OC	2	-6	5	i	i	i	2	i	8	i	i
O=C(COC(=O)c1cc[n+]([O-])cc1)NCc1ccccc1Cl	1	-11	5	i	i	i	1	i	-1	i	i
CC(=O)c1ccc(NC(=O)c2cn(-c3ccccc3)nc2-c2ccncc2)cc1	-3	-6	0	i	i	i	-6	i	-3	i	i
CC(C)CC(=O)O/N=C1\C(=O)N(c2ccccc2)c2ccccc21	-4	-4	-2	i	i	i	3	i	6	i	i
CCOC(=O)c1cc(C)[nH]c1C	6	-6	2	i	i	i	3	i	12	i	i
COc1ccc(NC(C)=O)cc1NC(=O)CN1CCN(C(=O)c2ccco2)CC1	-5	-10	-1	i	i	i	4	i	-3	i	i
CCOC(=O)c1ccc(Cn2c(-c3ccccc3)nnc2-c2ccccc2)o1	1	-6	1	i	i	-13*	-1	-9.3*	-1	i	i
COc1cccc(CNC(=O)CCCn2ccc3cc(S(=O)(=O)N4CCCC4)ccc32)c1	1	-4	-10	i	i	i	-5	i	-3	i	i
Cc1ccc(/C=N\NC(=O)c2ccc3c(c2)OCO3)o1	-6	-6	10	i	i	i	10	i	x	i	i
COc1ccc(Br)cc1/C=N/NC(=O)CN1CCN(Cc2ccccc2)CC1	-1	-9	-2	i	i	i	x	i	4	i	i
CCOC(=O)c1cc(C#N)c(SC)nc1-c1ccccc1	1	-6	1	i	i	i	3	i	-4	i	i
O=C(Nc1nnc(-c2ccccc2Cl)o1)c1nc2ccccc2s1	1	-3	-3	i	i	i	10	i	2	i	i
CC(Sc1nnc(COc2ccccc2)n1Cc1ccccc1)C(=O)O (centres undefined)	5	-12	-5	i	i	i	9	i	-5	i	i
Cc1cc(C)c(NC(=O)C(C)N2CCCCCC2)c(C)c1 (centres undefined)	-1	-5	1	i	i	i	5	i	-3	i	i
CC(=O)Cc1cc(O)c2ccccc2c1OC(=O)c1ccccc1	0	-5	-3	i	i	i	1	i	3	i	i
O=C(COC(=O)c1ccccc1SCC(=O)N1CCCC1)Nc1ccccc1C(F)(F)F	2	-8	-4	i	i	i	-4	i	-2	i	i
CC(C)CNC(=O)C1c2ccccc2Oc2ccccc21	3	-8	-2	i	i	i	-2	i	0	i	i
Cc1ccc(Cn2nnc3c(=O)n(CC(=O)NCc4ccco4)cnc32)cc1	-1	-5	-1	i	i	i	2	i	5	i	i
O=C(COC(=O)[C@H](Cc1ccccc1)NC(=O)c1cccs1)NC1CC1	1	-11	-2	i	i	i	0	i	-1	i	i
c1ccc(OCc2nnc3n2N=C(c2ccccc2)CS3)cc1	0	-5	-1	i	i	i	-8	i	7	i	i
O=C1c2oc3ccccc3c(=O)c2C(c2ccccn2)N1Cc1ccccc1 (centres undefined)	0	-14	6	i	i	i	-5	i	6	i	i
COc1cccc(-c2nc(CS(=O)(=O)CC(=O)NCc3ccccc3OC)c(C)o2)c1	2	-10	0	i	i	i	8	i	-1	i	i

(further entries)
Compound	GSK3B inh	hERG protect	GSK3 alpha inh	KCNQ1 pot	PolyA inh	KCNK9 inh	Dyrk1A ADPGlo	KCNK3 inh	HDAC3 inh	KCNQ1 block	RGS4 act
CC(=O)NCc1nc2ccccc2n1Cc1ccccc1F	-1	-9	-1	i	i	i	2	i	10	i	i
COc1ccc(/C=C2\Oc3cc(OCC(=O)N4CCC[C@H]4C(=O)O)ccc3C2=O)c(OC)c1	3	-7	0	i	i	i	-5	i	1	i	i
O=C(O)/C=C\C(=O)Nc1ccc(N2CCN(c3ccc(F)cc3)CC2)cc1	-1	-5	0	i	i	i	1	i	2	i	i
O=C(CSc1ccc2nnc(-c3ccc(Cl)cc3)n2n1)N1CCCc2ccccc21	5	-7	-3	i	i	i	-4	i	-6	i	i
Cc1cc(NC(=O)c2ccc(F)cc2F)n(-c2nc3ccccc3[nH]2)n1	-4	0	-1	i	i	i	4	i	-1	i	i

Compound activity deposited in PubChem by several laboratories.
